mcGAS RapidFire: inhibitors of mouse cGAS; AID 1259397; Q8C6L5; hit rate 0.18% among 130,000; recombinant mouse cGAS, cGAMP by RapidFire MS; inhibition, % at 12.5 µM;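 active = inhibition of cGAS enzyme activity at or above 60%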;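 also: enzyme stimulated by 45 bp dsDNA with ATP and GTP substrates; cGAMP share of summed cGAMP plus half ATP and half GTP signals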
Target sequence (Q8C6L5 whole entry, looked up): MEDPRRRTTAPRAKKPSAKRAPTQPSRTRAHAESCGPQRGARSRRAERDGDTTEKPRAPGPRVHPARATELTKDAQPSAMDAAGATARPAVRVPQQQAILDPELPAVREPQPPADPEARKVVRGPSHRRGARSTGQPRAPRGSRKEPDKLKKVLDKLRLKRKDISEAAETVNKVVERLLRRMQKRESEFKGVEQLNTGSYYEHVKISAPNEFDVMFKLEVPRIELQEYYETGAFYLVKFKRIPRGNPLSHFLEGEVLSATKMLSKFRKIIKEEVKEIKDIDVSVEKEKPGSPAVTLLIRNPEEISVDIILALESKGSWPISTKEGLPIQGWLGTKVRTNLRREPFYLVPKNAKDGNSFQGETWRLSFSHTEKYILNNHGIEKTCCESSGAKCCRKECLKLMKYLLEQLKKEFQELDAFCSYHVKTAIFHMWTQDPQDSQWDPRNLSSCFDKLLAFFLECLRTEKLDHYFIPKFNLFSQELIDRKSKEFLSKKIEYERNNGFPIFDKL
Numbers without * were called inactive; & = joins results of further samples. An excerpt (hit frequency here may not be typical).

SMILES,mcGAS RapidFire
COc1cc2nccc(Oc3ccc(NC(=O)Nc4ccc(F)cc4F)c(F)c3)c2cc1OC,-4
O=C1C[C@H]2CC[C@@H](CN1)N2C(=O)c1ccno1,-19
CC(NC(=O)Cc1nc2ccccc2[nH]1)c1ccc(O)c(F)c1 (centres undefined),-25
CCn1c(C2CCCN(Cc3cccn3-c3ccccn3)C2)n[nH]c1=O (centres undefined),-11
Cc1ccc(NC(=O)COC(=O)c2ccccc2OCC(=O)N(C)C)cc1,-7
CC1CN(C2CCN(CC(=O)Nc3ccc(F)cc3)CC2)CCO1 (centres undefined),-1
O=C(c1cc(=O)c2ccccc2[nH]1)N(Cc1ccccn1)CC1CCCO1 (centres undefined),-16
CC(C)(C)OC(=O)N1CCCCC1CNC(=O)CNC(=O)c1ccoc1 (centres undefined),-1
CCOC(=O)C1(CCOc2ccccc2)CCCN(C(=O)CN2CCCCC2=O)C1 (centres undefined),7
Cc1cc2nc(-c3ccccc3)c(N3CCCN(C(=O)N4CCOCC4)CC3)nc2cc1C,-6
CCOC(=O)[C@H](CC(C)C)N1CC[C@@]2(CCCN2CC(=O)Nc2ccc3c(c2)CCC3)C1=O,1
O=C(CSc1n[nH]c(=O)n1C1CC1)NCCSc1ccccc1,-3
Cc1cc(C(O)C(F)(F)F)c(C)n1CCC(C)C (centres undefined),0&9
CN(CCN(C)c1ccccn1)c1ccccn1,-14
O=C(CN1C(=O)COc2ccccc21)NCC(=O)Nc1cc(Cl)ccc1Cl,10
NCC1CCN(C(=O)c2ccc(NCc3ccncc3)cc2)C1 (centres undefined),28
COC(=O)n1cnc2c(=O)[nH]cnc21,-12
N#CCCN(CC1CCCO1)C(=O)c1ccc(N2CCCC2c2ccccc2)nc1 (centres undefined),4
CC(C)n1c(-c2ccc(C(=O)N3CCN(C)CC3)cc2)nc2ccccc21,-8
Cc1ccc(C2(O)CCN(C(=O)CC3C=CS(=O)(=O)C3)CC2)nc1 (centres undefined),-36
O=c1oc2c(c(O)c1-c1ccccc1)-c1ccccc1CC2,-1
Cc1ccc2nc(NC(=O)CSc3nnc(-c4ccc(=O)n(C)c4)n3C)sc2c1,-5
CCn1cc(CN(C)c2nc(C)cc(C3CCC3)n2)cn1,-2
Nc1ccccc1C1SCC(=O)N1c1ccc2c(c1)OCO2 (centres undefined),-3
Cc1sc2ncnc(OCC(=O)NCCC(C)C)c2c1C,-4
O=C(c1cc(C2CC2)on1)N(Cc1ccco1)Cc1ccco1,-4
COc1ccccc1OCC1CN(C(=O)c2cccc(C(C)C#N)c2)CCO1 (centres undefined),-2
O=C(CCC1CCCC1)Nc1nc(-c2ccccn2)cs1,-4
C=C1c2ccccc2C(=O)N1C(C)C(=O)N(C)Cc1ccccc1O (centres undefined),-5
NS(=O)(=O)c1ccc(CCN2CC(=O)N(c3ccccc3)C3CS(=O)(=O)CC32)cc1 (centres undefined),-4
CC1Cc2cc(C(=O)CN3C(=O)NC(C)(c4ccc(C(C)(C)C)cc4)C3=O)ccc2N1S(C)(=O)=O (centres undefined),-8
Cc1ccc2c(c1)N(Cc1ccc(C(=O)NC(C)C)o1)C(=O)CO2,-7
COc1cccc(OCC(=O)N2CCC(CC(C)C)C2)c1 (centres undefined),-14
COc1ccc(N2C(=O)CN(CCC3=CCCCC3)C3CS(=O)(=O)CC32)cc1Cl (centres undefined),-6
Cc1ccc(S(=O)(=O)N(c2c(C)cccc2C)C(F)F)cc1,5
CC(=O)N1CCC(C(=O)NCCc2csc(C(C)C)n2)CC1,-33
CCCn1cnnc1CNC(=O)C1CCC(=O)N(CCc2ccc(OC)cc2)C1 (centres undefined),-1
CC1CN(C(=O)c2ccc(COCC(F)(F)F)o2)CC(C)O1 (centres undefined),1
OC1CCN(c2ccnc(N3CCC4(CCCO4)CC3)n2)C1 (centres undefined),-1
CC(CC(=O)Nc1cc(F)c(F)cc1F)NC(=O)OC(C)(C)C (centres undefined),-11
CC1(C)OC(=O)CC1C(=O)N1CCCC2(CCc3ccccc32)C1 (centres undefined),-5
O=C(Nc1cccc(F)c1)N1CCC(Cn2ccnn2)CC1,-13
CCc1cccc(C)c1NC(=O)N1CCN(S(=O)(=O)C2CCS(=O)(=O)C2)CC1 (centres undefined),-11
CCn1c(C2CCN(C(=O)c3csc(SC)n3)CC2)nn(C)c1=O,-17
c1cncc(CN(Cc2ccsc2)Cc2cccc3c2OCO3)c1,-12
COc1ccc(S(=O)(=O)Nc2ccc(S(C)(=O)=O)cc2)cc1Br,-7
CCNC(=O)c1cccc(-c2ccccc2CO)c1,-29
Cc1ccc2cc(CCNC(=O)C(C)C)c(=O)[nH]c2c1C,-7
Cc1cccc(C)c1OC1CN(c2ccnc(C(=O)N3CCOCC3)c2)C1,-4
OCC1OC(n2nnc3ccccc32)C(O)C(O)C1O (centres undefined),-8
CC(Sc1n[nH]c(CCC2CCCC2)n1)c1nc(N)nc(N(C)C)n1 (centres undefined),-8
O=C(OCc1cc(-c2ccccc2F)on1)c1ccco1,-5
CCCn1cnnc1CNCC(=O)Nc1cnccn1,3
O=C(CSc1ccc2nc(-c3ccccc3)cn2n1)Nc1ccccc1,-7
COc1cc(NC(=O)c2ccco2)c(C(=O)NC2CC2)cc1OC,-8
COC(=O)Cn1c(=O)c2c(nc3n(Cc4ccco4)c(C)cn23)n(C)c1=O,-3
Cc1ccc2c(c1)NC(=O)C2CC(=O)NCCN1CCCOC1=O (centres undefined),-16
C=CCn1c(=O)c2c(nc3n(-c4ccccc4)c(C)c(C)n23)n(C)c1=O,-9
CCOC(=O)c1cnc(SCc2ccc(Cl)cc2)nc1N,-4
CC(C)CCn1c(CN2CCC(C)CC2)nc2c1c(=O)n(C)c(=O)n2C,-2

Some of these compounds in order of length of the SMILES, low to high:
SMILES,mcGAS RapidFire
c1cncc(CN(Cc2ccsc2)Cc2cccc3c2OCO3)c1,-12
O=C(CSc1ccc2nc(-c3ccccc3)cn2n1)Nc1ccccc1,-7
CC(CC(=O)Nc1cc(F)c(F)cc1F)NC(=O)OC(C)(C)C (centres undefined),-11
C=CCn1c(=O)c2c(nc3n(-c4ccccc4)c(C)c(C)n23)n(C)c1=O,-9
CC1Cc2cc(C(=O)CN3C(=O)NC(C)(c4ccc(C(C)(C)C)cc4)C3=O)ccc2N1S(C)(=O)=O (centres undefined),-8

As entered above:
mcGAS RapidFire, `OC1CCN(c2ccnc(N3CCC4(CCCO4)CC3)n2)C1` (centres undefined) reads -1
mcGAS RapidFire, `CC1Cc2cc(C(=O)CN3C(=O)NC(C)(c4ccc(C(C)(C)C)cc4)C3=O)ccc2N1S(C)(=O)=O` (centres undefined) reads -8
mcGAS RapidFire, `COC(=O)Cn1c(=O)c2c(nc3n(Cc4ccco4)c(C)cn23)n(C)c1=O` reads -3
mcGAS RapidFire, `CCc1cccc(C)c1NC(=O)N1CCN(S(=O)(=O)C2CCS(=O)(=O)C2)CC1` (centres undefined) reads -11
mcGAS RapidFire, `c1cncc(CN(Cc2ccsc2)Cc2cccc3c2OCO3)c1` reads -12
mcGAS RapidFire, `C=CCn1c(=O)c2c(nc3n(-c4ccccc4)c(C)c(C)n23)n(C)c1=O` reads -9
mcGAS RapidFire, `COc1ccc(S(=O)(=O)Nc2ccc(S(C)(=O)=O)cc2)cc1Br` reads -7

Later entries
structure	mcGAS RapidFire
CC(C)(C)S(=O)CCNC(=O)c1ccc(Cl)cc1 (centres undefined)	0
O=C(Cc1ccc([N+](=O)[O-])cc1)N1N=C2CCCCC2C1(O)C(F)(F)F (centres undefined)	-1
CCOC(=O)C1CCN(C(C)c2nc3sc4c(c3c(=O)[nH]2)CCC(C)C4)CC1 (centres undefined)	-14
CCN(Cc1ccsc1)CC1CCCN(CCc2cccc(OC)c2)C1 (centres undefined)	-12
CCC/C=C/c1cc(C)cnc1-n1cnnc1	-11
Cc1ccc(Nc2nc(NCc3ccco3)nc3nccnc23)cc1C	24
Cn1nnc(-c2ccc(N)c(N)c2)n1	-8
O=C1CSC(c2ccc(Cl)cc2)N1c1ccc(O)cc1 (centres undefined)	-12
O=C(O)c1cc(NS(=O)(=O)c2ccc3c(c2)CCO3)ccc1Cl	-32
O=C(c1cc(F)ccc1F)C1CCCN(C(=O)CCOc2ccccc2)C1 (centres undefined)	6
COc1ncccc1CNC(=O)CCC1CCCO1 (centres undefined)	-3
CNS(=O)(=O)c1ccc(CNC(=O)CCc2cccc(Cl)c2Cl)s1	4
CC(NC(=O)C1CCN(S(=O)(=O)c2cc(C(N)=O)n(C)c2)CC1)c1ccc(F)cc1 (centres undefined)	8
CN(Cc1n[nH]c2c1CCCC2)c1cc(N2CCOCC2)nc(N)n1	-1
CCN(CC)P1(=Nc2ccc(C)cc2C)C(=C2N(C)c3ccccc3C2(C)C)C=NN1C (centres undefined)	-32
NC(=O)c1ccc(NC(=O)c2csc3c2CCC(c2ccccc2)C3)cc1 (centres undefined)	-7
CCN1C(=O)NC(c2ccccc2I)C(C(=O)OCCOC)=C1C (centres undefined)	-15
CCCS(=O)(=O)C(C)C(=O)N1CCCC(c2cc(C)[nH]n2)C1 (centres undefined)	0
O=C(c1cccs1)C1CCCN(Cc2nc(CCc3ccccc3)no2)C1 (centres undefined)	-2
O=C(O)CN1C(=O)/C(=C\c2ccc(Cl)c(Cl)c2)SC1=S	5
COC(=O)c1ccc(CNC(=O)c2ccc3nc(C4CC4)oc3c2)cc1	2
COc1ccc(C2=NC(=Cc3cccnc3)C(=O)O2)cc1OC	-11
Cc1cc(=O)[nH]cc1NC(=O)COc1cc(Cl)ccc1Cl	-5
COc1ccc(F)cc1CN(Cc1cccnc1)C1CCN(C)CC1	-19
CCn1c(SCCn2c([N+](=O)[O-])cnc2C)nc2c1c(=O)n(C)c(=O)n2C	-3
Oc1ccccc1C1Nc2ccccc2-c2nc3ccccc3n21 (centres undefined)	-3&2
CC(C)CCOP(=O)(c1ccc(N(C)C)cc1)C(O)c1ccc(Br)cc1 (centres undefined)	-11
Cn1ccc(=N/N=C2/C=C(C(=O)Nc3ccccc3)C(=O)c3ccccc32)cc1	-7
COC(=O)CCn1cc(CN2CCCC2c2ccccn2)cn1 (centres undefined)	-20
CCc1c(C)nc2c(-c3ccc(Cl)cc3)c(C)[nH]n2c1=O	1
Cc1cccnc1NC(=O)C1CC(c2c(F)cccc2F)=NO1 (centres undefined)	0
CC(=O)N[C@@H]1C[C@H](Cc2ccccc2)O[C@H](c2cnc3ccccc3c2)C1	-8
O=C(Cc1cc2c(cc1Br)OCCO2)NCc1ccccc1	-10
C=CCN(Cc1nc(-c2ccccc2)no1)C(=O)CC1=CCNCC1	-39
COc1nc2ccccc2cc1-c1ccc(SCC(N)=O)cc1	2
CCN(Cc1noc(CC(C)C)n1)C(=O)CC1C=CS(=O)(=O)C1 (centres undefined)	-7
CCOC(=O)Cc1c(C)nc2cc(-c3ccc(Cl)cc3)[nH]n2c1=O	4
CCC(C)(C)N=C(NC#N)Nc1cccnc1	-10
CC(C)n1cc(C2c3[nH]c4ccccc4c3CCN2Cc2ccc3c(c2)OCCO3)cn1 (centres undefined)	-6
Cc1c(C)n2c3c(=O)n(Cc4ccc(F)cc4)c(=O)n(C)c3nc2n1CC1CCCO1 (centres undefined)	-6

Filtered by structure, those above with a COOH group (two)
structure	mcGAS RapidFire
O=C(O)c1cc(NS(=O)(=O)c2ccc3c(c2)CCO3)ccc1Cl	-32
O=C(O)CN1C(=O)/C(=C\c2ccc(Cl)c(Cl)c2)SC1=S	5

The results go on:
structure	mcGAS RapidFire
O=C(O)COc1ccc(S(=O)(=O)Nc2cccc(Cl)c2F)cc1	9
O=C(COc1cccc(F)c1)Nc1c(F)c(F)c(F)c(F)c1F	-5
COC(=O)N=C(c1ccc(C)c(F)c1)C(Cl)Cl	-16
CC(=O)N1CCC(NC(=O)c2cn(-c3ccc(F)cc3)nn2)CC1	-11
O=C(C1=C(O)C(=O)N(CCCN2CCOCC2)C1c1ccco1)c1ccco1 (centres undefined)	-17&5
CN(Cc1nc2ccccc2n1C)C(=O)[C@H]1Cc2ccccc2CN1	-13
O=C(CC1c2ccccc2CCc2ccccc21)NC1CCOC1=O (centres undefined)	0
Cc1c(CN(C)C(=O)CCn2c(C)cc3ccccc32)cnn1C	-19
COc1ccc(CNc2nccc(N3CCC(O)CC3)n2)c(OC)c1	-3
Fc1ccc(C2=Nc3ncnn3C(c3ccc(F)cc3)C2)cc1 (centres undefined)	-12
Cc1cc(CC(=O)N2CCCC(OCc3ccccn3)C2)on1 (centres undefined)	-31
COc1ccc(Cl)c2sc(N3CCN(C(=O)CS(=O)(=O)c4ccccc4)CC3)nc12	-7
CC(C)Oc1ccc(C2=NC(=Cc3ccc(OCC(N)=O)cc3)C(=O)O2)cc1	10
OCC1(CCc2ccccc2)CCN(c2nccc(N3CCC(O)C3)n2)CC1 (centres undefined)	-22
c1coc(C(CNCc2ccc(N3CCCCC3)cc2)N2CCCC2)c1 (centres undefined)	-11
COc1cccc(C2=NC(=Cc3cc(OC)c(OC)cc3OC)C(=O)O2)c1	-2
COc1ccc(F)cc1CSc1nnc(NC(C)C)s1	-5
Cc1ccc(CN(CCN(C)C)C(=O)c2cn(C)c3ccccc23)s1	-24
Cc1cc(NC(=O)c2c(C)noc2C)n(C)n1	18
CCc1cc(-c2ccccc2CO)nc(N2CCOCC2)n1	-24
Fc1ccc(-c2n[nH]c(=S)n2-c2ccccc2)cc1	-4
c1ccc(Cn2cc(Cn3nnc(-c4ccccc4)n3)nn2)cc1	-22
CCCCn1ccc2nc3ccn(-c4n[nH]c(C)n4)c(=O)c3cc2c1=O	-4
CCN(C(=O)CSc1nnc(C2CC2)n1C)C1=CCCCC1	-13
CC(=O)N1CCN(C(=O)C2(C)CCN2Cc2ccc(-c3ccccc3)o2)CC1 (centres undefined)	-10
COc1ccc(-c2cc(C(=O)Nc3cccc(C)c3)c3ccccc3n2)cc1	11
COc1ccc(-c2nccn2Cc2scnc2-c2ccccc2)cc1O	-20
CC1CN(C(=O)Cn2nc(C(C)C)c3cnn(C(C)(C)C)c3c2=O)CC(C)O1 (centres undefined)	-5
COCc1c(C(=O)N2CC3C[C@@H]4CC2C[C@H](C3)C4)noc1C	-7
Cc1cc(N(Cc2ccc(C(N)=O)cc2)C2CC2)nc(C)n1	6

Bioassay records from PubChem BioAssay.
